# From PubChem BioAssay
# hcGAS lum: inhibitors of human cGAS. Q8N884. recombinant h-cGAS, ATP depletion, Kinase-Glo luminescence. inhibition, % at 12.5 µM. hit rate 0.081% among 290,000;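 note: 0% = vehicle reaction and 100% = reaction without DNA for no activity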
# Target sequence (Q8N884 whole entry, looked up): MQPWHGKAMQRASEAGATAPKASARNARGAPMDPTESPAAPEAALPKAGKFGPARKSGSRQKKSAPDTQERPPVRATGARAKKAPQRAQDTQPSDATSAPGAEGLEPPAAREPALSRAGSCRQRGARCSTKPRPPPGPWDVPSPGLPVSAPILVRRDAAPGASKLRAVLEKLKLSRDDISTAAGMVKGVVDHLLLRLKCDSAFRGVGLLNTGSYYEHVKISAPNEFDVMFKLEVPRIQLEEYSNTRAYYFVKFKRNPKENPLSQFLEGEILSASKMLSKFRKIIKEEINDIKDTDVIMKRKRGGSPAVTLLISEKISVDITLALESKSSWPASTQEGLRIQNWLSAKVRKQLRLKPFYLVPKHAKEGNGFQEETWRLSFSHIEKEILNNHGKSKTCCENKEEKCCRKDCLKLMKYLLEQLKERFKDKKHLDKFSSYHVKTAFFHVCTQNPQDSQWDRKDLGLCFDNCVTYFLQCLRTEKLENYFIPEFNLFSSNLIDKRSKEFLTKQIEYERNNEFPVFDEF
# NPYLR7 agonist: mosquito NPYLR7 agonism; hit rate 0.15% among 270,000; activation, % at 10 µM; HEK293T NPYLR7/Galpha15, GCaMP6s calcium fluorescence; in the data active = activation above about 40%;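 note: 0% = vehicle and 100% = reference agonist at the receptor; some compounds past the cut are filed as inactive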
# mcGAS lum: inhibitors of mouse cGAS | Q8C6L5 | recombinant cGAS, Kinase-Glo ATP depletion luminescence | inhibition, % at 12.5 µM | hit rate 0.15% among 160,000;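 note: 0% = negative control wells and 100% = reference inhibitor with no enzyme activity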
# * hit, by the source's call; . = no result given; & = joins results of further samples. Cut-off read from the data, not from the text of the source, unless noted: active = inhibition above about 40%; inactive = the rest.
SMILES,hcGAS lum,NPYLR7 agonist,mcGAS lum
Cc1nccn1CCCC(=O)N1CCC(=O)N(CC2CC2)C(C(C)C)C1 (configuration not stated),-2,11,.
CC1CCCN(CC(=O)NCc2cccnc2N2CCN(C)CC2)C1 (configuration not stated),-2,9,-13
COCC(=O)Nc1ccc(N2CCN(C(=O)c3ccc(C(=O)OC)cc3)CC2)nc1,-10,25,-9
CN1C(=O)SC(CC(=O)O)C1=O (configuration not stated),0,-1,.
CS(=O)(=O)Nc1ccc(-c2ccc(S(C)(=O)=O)nn2)cc1,-7,3,-6
COC(=O)C(NC(=O)c1cc(S(=O)(=O)N2CCCCC2)ccc1C)C(C)C (configuration not stated),-7,-8,.
Cc1ccc(O)c(CN2CCCn3cccc3C2c2cccc(O)c2)c1 (configuration not stated),2,0,0
Cc1ccc(NC(=O)C(C)N(C)Cc2ccco2)cc1S(=O)(=O)N1CCOCC1 (configuration not stated),-5,4,.
COCC(C)NS(=O)(=O)c1ccccc1Br (configuration not stated),3,2,-4
O=C(NCc1ccc(Br)cc1)NCc1ccon1,-2,0,.
Oc1c2cccnc2cn1CCC1=CSC2=NCCCN12,-2,-8,.
CC(C)c1[nH]nc2c1C1(CCN(C)CC1)C(C#N)C(=N)O2 (configuration not stated),-6,-1,.
COCCNC(=O)CSc1nnc(N2CCN(C(=O)Cc3ccccc3Cl)CC2)s1,-2,-12,-6
Cc1nc2ccc(NC(=O)C3CCCCC3C(F)(F)F)cc2[nH]1 (configuration not stated),-7&-7,-2&-2,-11
CC1(C)CC2(CCO1)OC(=O)CC2C(=O)NC1CCCCC1 (configuration not stated),-8,20,-4
O=C(NC[C@@H]1CCCO1)c1cncn1-c1cccc(-c2cccc3c2sc2ccccc23)c1,4,7,-2
C=CCN(Cc1ccccn1)C(=O)C(=O)N1CCCCCC1,-5,12,.
Cc1cc([N+](=O)[O-])ccc1-c1ccc(C=C2C(=O)NC(=O)NC2=O)o1,-5,-15,-8
CC(C)CCCC(C)[C@H]1CCC2C3C(=O)C=C4C[C@@H](O)CC[C@]4(C)C3CC[C@@]21C (some centres not stated),-6,-6,.
CNc1nc2cnc(-c3ccccc3Oc3ccccc3)cc2n1Cc1ccccc1,-1,-9,-3
O=C1CCCN1c1ccc(CNc2nccc(CCC(F)(F)F)n2)cc1,-6,21,.
Cc1cc(C)n(CC(C)NCc2nc(C3CCCCC3)no2)n1 (configuration not stated),-4,.,-11
O=C(c1ccco1)c1coc2ccccc2c1=O,-4,4,-4
C=CCn1c(=O)n(CC=C)c(=O)n(CC(=O)c2cc(C)n(C)c2C)c1=O,-6,14,.
CCOc1ccccc1NC(=O)N1CCc2nc(C)nc(N(C)C)c2C1,6,2,0

# Structures shown so far that contain bromine (2):
SMILES,hcGAS lum,NPYLR7 agonist,mcGAS lum
COCC(C)NS(=O)(=O)c1ccccc1Br (configuration not stated),3,2,-4
O=C(NCc1ccc(Br)cc1)NCc1ccon1,-2,0,.

# The listing picks up; the 2 compounds before the break are reprinted first.
SMILES,hcGAS lum,NPYLR7 agonist,mcGAS lum
C=CCn1c(=O)n(CC=C)c(=O)n(CC(=O)c2cc(C)n(C)c2C)c1=O,-6,14,.
CCOc1ccccc1NC(=O)N1CCc2nc(C)nc(N(C)C)c2C1,6,2,0
CC(C)NC(=O)[C@@H]1C[C@@H](N)CN1Cc1cccn1-c1ccccn1,0,-11,.
CCCCCCCC(=O)NCC(C)(O)c1cnn(C)c1 (configuration not stated),-6,-1,.
O=[N+]([O-])c1cccc(C2Oc3ccccc3C3CC(c4cccnc4)=NN32)c1 (configuration not stated),2,-1,.
O=c1[nH]c2ccccc2n1CCCN1CCN(C(c2ccccc2)c2ccccc2)CC1,-9,5,-4
CCc1ccc(-c2nc(C)c(C(=O)NC(C)C)s2)cc1,-4,4,.
CCCNc1nc2c(c(=O)[nH]c(=O)n2C)n1CCC(C)C,-10,-1,.
Cn1ccc(NS(=O)(=O)c2ccc(S(=O)(=O)N3CCOCC3)cc2)n1,-7,12,.
Cn1ccnc1C(NC(=O)C1CCN(S(=O)(=O)c2ccccc2)CC1)c1ccc(F)cc1 (configuration not stated),-2,8,-6
O=C(O)c1nn(CC2CC2)c2c1CN(C(=O)c1cccc3c1OCC3)CC2,-2,0,.
C=CCN(CC1CC(c2ccc(F)cc2)=NO1)C(=O)Nc1ccccc1OC (configuration not stated),-1,-4,-3
Cc1nc(N)sc1N=Nc1cccc2ccccc12,-14,5,.
C=CCOC(CN1CCN(C(=O)Nc2cc(OC)c(OC)c(OC)c2)CC1)c1cccc(OC)c1 (configuration not stated),-3,29,-7
CC1CCC2(CC1)OCC1(CCC3(COC4(CCC(C)CC4)OC3)C1=O)CO2 (configuration not stated),-7,3,.
CC(C)c1ccc(-c2csc(NC(=O)Cc3ccccc3)n2)cc1,1,5,-4
CN(C)CCN(Cc1ccccn1)S(=O)(=O)c1ccc(C#N)cc1,-4,4,.
COc1cc(C(=O)NCC(=O)Nc2nc3cc4c(cc3s2)OCCO4)cc(OC)c1OC,-1,2,-1
CC(C)C(NC(=O)c1ccc(Cl)cc1Cl)C(=O)N1CCN(S(C)(=O)=O)CC1 (configuration not stated),2,0,.
Cc1cc(C)nc(-n2ncc(C(=S)Nc3ccccc3)c2C)n1,-2,-1,.
COc1ccccc1C(C)NS(=O)(=O)c1ccc(F)cc1F (configuration not stated),14,-7,.
O=C(c1csc(CSc2nnc(-c3ccncc3)n2-c2ccccc2)n1)N1CCC2(CC1)OCCO2,-6,2,-4
CC(C)C(=O)N1CCN(C(=O)c2cn(CC3CCCO3)cc3c(=O)n(-c4ccccc4)nc2-3)CC1 (configuration not stated),-6,1,-5
CC(C)CN1C(=O)N(Cc2ccccn2)C(=O)C12CCN(Cc1ccc3c(c1)Cc1ccccc1-3)CC2,-26,18,-7
CN(C(=O)c1cccc(C(F)(F)F)c1)c1ccc(Br)cc1Cl,-5,8,-12
O=C(Nc1ccc(N2CCCC2)c(C(=O)NCC2CCCO2)c1)Nc1ccc(Cl)cc1Cl (configuration not stated),-3,-1,-5
O=C(NCC(=O)N1CCOC(COCc2ccc(F)cc2Cl)C1)c1cccc(C(F)(F)F)c1 (configuration not stated),3,3,1

# Entries of single compounds, quoted from the list.
# Shown for CC(C)c1ccc(-c2csc(NC(=O)Cc3ccccc3)n2)cc1 → hcGAS lum: 1; NPYLR7 agonist: 5; mcGAS lum: -4
# Shown for Oc1c2cccnc2cn1CCC1=CSC2=NCCCN12 → hcGAS lum: -2; NPYLR7 agonist: -8; mcGAS lum: .
# Shown for CCOc1ccccc1NC(=O)N1CCc2nc(C)nc(N(C)C)c2C1 → hcGAS lum: 6; NPYLR7 agonist: 2; mcGAS lum: 0

# Going on with the list:
SMILES,hcGAS lum,NPYLR7 agonist,mcGAS lum
COc1ccc2nc(N(Cc3cccnc3)C(=O)C3=COCCO3)sc2c1,0,-12,-6
O=C(O)c1ccc(N2C(=O)c3cccc4c([N+](=O)[O-])ccc(c34)C2=O)cc1,-1,4,-5
O=C(NCCN1CCN(S(=O)(=O)c2ccc(Cl)cc2)CC1)C(=O)Nc1ccc(F)cc1,-3,-6,-2
CCCCC(=O)N1CCC2(CC1)CN(CC(=O)OCC)CCN2C,-3,2,-7
CCCN(CC(=O)N1CCc2sccc2C1c1ccc(OC)cc1)C(=O)c1cc(Cl)cc(Cl)c1 (configuration not stated),-7,-7,-4
CCCCN1N=C(C)Cn2c1nc1c2c(=O)n(CC(C)C)c(=O)n1C,-5,6,-10
Cc1cc(C)cc(C(=O)Oc2coc(CSc3nccc(C)n3)cc2=O)c1,-2,-10,-5
O=C(O)c1ccc(-n2c(O)c(C=C3C=Nc4ccccc43)sc2=S)cc1,-7,-1,-1
Cc1ccc(C2c3ccccc3CCN2C(=O)CCc2ccccc2)cc1 (configuration not stated),-4,3,-7
C#CCn1c(COc2ccccc2)nc2ccccc21,-4,-3,.
N#Cc1cc(C#N)c(SCc2cc3c(cc2Br)OCO3)nc1N,-6,4,-5
c1ccc(Oc2nnnn2-c2ccccc2)cc1,-10,-4,-3
Cc1cc(C)c(NC(=O)c2cccc(CN3CCCC(C(N)=O)C3)c2)c(C)c1 (configuration not stated),3,-19,.
O=C(NCCc1cc(Cl)c2c(c1)OCCO2)c1ccccc1F,-16,-2,.
O=C(COc1ccc2c(c1)CCC(=O)N2)Nc1nc(-c2ccccc2)c(-c2ccccc2)s1,3,1,-2
CC(=O)Nc1cc(C(=O)NCC2(N3CCOCC3)CCCC2)c2c(c1)nc(C)n2Cc1ccccc1,-11,24,-13
COc1cc2c(cc1C1CC(=O)Nc3c1c(-c1cccnc1)nn3C)CCC2 (configuration not stated),-1,5,.
Cc1ccsc1C(=O)N(C)CC1CCN(CCc2cccc(C(F)(F)F)c2)CC1,-5,5,-14
Cc1cc(C)n(C2CCN(c3ncnc4c3CCN(C(=O)C3CC3)C4)C2)n1 (configuration not stated),-4,4,.
CCOCC(=O)N1CCCCC1CCc1ccc(O)cc1 (configuration not stated),-10,.,-10
CC(C)OC(=NCCN(C)C)NC(=O)c1ccc(Cl)c(Cl)c1,-10,-1,-5
CCc1ccc2c(c1)NC(=O)C2(C)Cc1ccccc1Cl (configuration not stated),-1,4,-3
O=C(c1c(F)c(F)c(F)c(F)c1F)N1CCN(c2nc3nccc(-c4ccc(Cl)c(Cl)c4)n3n2)CC1,3,7,-3
COCCN(CC(=O)N(Cc1ccc(F)cc1)Cc1ccc(C)s1)C(=O)Nc1ccc(OC)cc1,-1,0,-5
COc1ccc2ccc(OCc3nc(C(=O)N4CCCO4)co3)cc2c1,-3,15,.

# Limited to hcGAS lum, for some of the entries so far:
compound | hcGAS lum
CC(C)CN1C(=O)N(Cc2ccccn2)C(=O)C12CCN(Cc1ccc3c(c1)Cc1ccccc1-3)CC2 | -26
CN(C(=O)c1cccc(C(F)(F)F)c1)c1ccc(Br)cc1Cl | -5
O=C(Nc1ccc(N2CCCC2)c(C(=O)NCC2CCCO2)c1)Nc1ccc(Cl)cc1Cl (configuration not stated) | -3

# Next entries
SMILES,hcGAS lum,NPYLR7 agonist,mcGAS lum
CC(NC(=O)CCNc1nc(-c2ccccc2Cl)nc2ccccc12)c1ccccc1 (configuration not stated),0,18,-7
CCC(C)C(=O)N1CCN(Cc2cc(=O)c(OCc3ccccc3Cl)co2)CC1 (configuration not stated),-6,15,-5
COc1ccc(S(=O)(=O)n2nc(C)c(S(=O)(=O)N3CCCC(C)C3)c2C)cc1OC (configuration not stated),-9,0,.
Cc1cc(C(=O)NCc2cccc(C(F)(F)F)c2)n2nc(-c3ccccc3)cc2n1,1,.,1
O=C(COC(=O)Cc1ccc(F)cc1)Nc1cc(Cl)cc(Cl)c1,-9,4,.
O=C(Nc1cccc(NC(=O)C2CC2)c1)NC1CCN(CC2CC2)C1 (configuration not stated),-5,12,.
N#CCSc1nc(N)c(C#N)c(-c2cccs2)c1C#N,0,7,-1
CC(C)n1cc(C2c3[nH]c4ccccc4c3CCN2Cc2cccn2-c2ncccn2)cn1 (configuration not stated),-2&-8,0&11,-10
CCCC12CN(C(=O)C(Cc3ccccc3)c3ccccc3)CC1C(=O)NC(=O)N2 (configuration not stated),-7,-3,-4
CC(C)CCNC(=O)CSc1nc2ccccc2o1,-3,-2,-2
Cc1ccc(N2CCCC2=O)c(C(=O)Nc2cc(F)ccc2C)c1,-7,4,.
COc1ccc(-c2nc(N3CCN(C(=O)c4cccc([N+](=O)[O-])c4)CC3)c3ccccc3n2)cc1,3,-1,1
CCOc1nc(Cl)c(C=O)n1-c1ccccc1,-7,0,.
Cc1cc(C(=O)N2CCC(C(=O)Nc3cccc(-c4nnc(C)s4)c3)CC2)no1,-7,-6,-6
CCc1nc2ccc(C(=O)Nc3ccc(OC)c(OC)c3)cn2c1N(CC)C(C)=O,-6,-5,-1
CCOC(=O)c1cc(-c2ccccc2)sc1NC(=O)c1cccs1,-8,-2,-8
Cc1ccc(C(=O)N2CCC(C(Cc3ccccc3)N(C)C(=O)c3cccs3)CC2)cc1C (configuration not stated),-9,0,-13
COC(=O)c1ccccc1CN(CCC(C)C)Cc1cccn1Cc1ccc(F)cc1,-3,8,-4
COc1cc(OC)cc(N2CCC(Nc3nc(C)ns3)C2)c1 (configuration not stated),-4,4,.
